# Mtb UGM inh = Mtb UDP-galactopyranose mutase inhibition; purified UGM, fluorescence polarization probe displacement; 320,000 compounds, 0.06% hits; inhibition, % at 10 µM; P9WIQ1; in the data active = inhibition above about 10%, passing the limit was not always enough
# Target sequence (P9WIQ1 whole entry, looked up): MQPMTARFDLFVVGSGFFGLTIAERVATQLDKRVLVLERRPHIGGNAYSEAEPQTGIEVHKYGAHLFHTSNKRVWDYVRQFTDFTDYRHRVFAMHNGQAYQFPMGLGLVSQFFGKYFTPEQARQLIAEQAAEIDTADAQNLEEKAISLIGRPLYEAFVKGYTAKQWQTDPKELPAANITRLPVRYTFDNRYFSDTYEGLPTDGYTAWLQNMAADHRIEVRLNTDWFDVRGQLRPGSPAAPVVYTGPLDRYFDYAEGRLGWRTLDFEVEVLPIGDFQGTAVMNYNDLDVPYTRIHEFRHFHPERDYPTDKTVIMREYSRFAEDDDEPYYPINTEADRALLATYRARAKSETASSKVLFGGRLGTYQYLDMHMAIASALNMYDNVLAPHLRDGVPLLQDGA
# BoNT-F LC inh = inhibitors of Botulinum neurotoxin F light chain protease; 360,000 compounds, 0.22% hits; Multiplex microsphere protease cleavage assay, flow cytometry; inhibition, % at 10 µM; in the data active = inhibition above about 35%, passing the limit was not always enough; note: plate controls were buffer without enzyme for full effect and enzyme alone for no effect
# FadD28 FP inh = M. tuberculosis FadD28 bisubstrate binding inhibition | FadD28 bisubstrate probe binding, fluorescence polarization | inhibition, % at 12.5 µM | 360,000 compounds, 0.22% hits | AID 588549; in the data active = inhibition above about 8.5%, passing the limit was not always enough
# PfHsp40 rescue = compounds rescuing yeast from Plasmodium falciparum HSP40 toxicity. S. cerevisiae expressing PfHsp40, growth rescue, ATP luminescence. growth rescue, % at 12.5 µM. 340,000 compounds, 0.68% hits. AID 504582; in the data active = growth rescue above about 28%, passing the limit was not always enough;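 note: yeast W303a lacking pdr1 and pdr3 grown in galactose medium; growth measured after three days at 30 °C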
# GDH-TPI counter = counter-screen for M. tuberculosis FBA inhibitors: GDH-TPI coupled enzymes | GDH-TPI coupled enzyme counterscreen, NADH absorbance | inhibition, % at 4.8 µM | 360,000 compounds, 1.2% hits; in the data active = inhibition above about 30%;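 note: 0% = DMSO wells and 100% = wells lacking the enzyme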
# BoNT-A LC inh2 = BoNT A light chain protease inhibition; multiplex microsphere protease substrate cleavage, flow cytometry; AID 588499; inhibition, % at 10 µM; 360,000 compounds, 0.17% hits; note: plate controls were buffer without enzyme for full effect and enzyme alone for no effect
# Anthrax LF prot = anthrax lethal factor protease inhibition; P15917; 360,000 compounds, 0.12% hits; multiplex microsphere protease cleavage assay, LF; inhibition, % at 10 µM; note: plate controls were buffer without enzyme for full effect and enzyme alone for no effect
# BioA inh = blocks M. tuberculosis BioA enzyme activity; AID 602481; purified M. tuberculosis BioA enzyme, plate reader; 360,000 compounds, 0.096% hits; inhibition, % at 9.99 µM; in the data active = inhibition above about 40%
# FBA Mtb inh = inhibits M. tuberculosis FBA enzyme. AID 588726. inhibition, % at 1 µM. 360,000 compounds, 2.3% hits. P9WQA3. purified M. tuberculosis FBA, fluorescence read-out; in the data active = inhibition above about 27%;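 note: 0% = vehicle and 100% = reference inhibitor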
# Target sequence (P9WQA3 whole entry, looked up): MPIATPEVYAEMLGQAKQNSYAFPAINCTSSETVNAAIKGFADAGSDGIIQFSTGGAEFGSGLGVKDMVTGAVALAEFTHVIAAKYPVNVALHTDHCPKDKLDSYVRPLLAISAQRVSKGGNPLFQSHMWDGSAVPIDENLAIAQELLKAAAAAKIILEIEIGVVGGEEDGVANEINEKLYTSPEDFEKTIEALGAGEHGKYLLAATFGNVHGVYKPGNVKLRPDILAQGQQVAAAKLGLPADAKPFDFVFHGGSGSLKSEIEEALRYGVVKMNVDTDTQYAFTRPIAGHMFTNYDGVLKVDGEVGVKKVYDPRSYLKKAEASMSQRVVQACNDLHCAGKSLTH
# * hit, by the source's call; / = no result given. Cut-off read from the data, not from the text of the source, unless noted: active = inhibition above about 30%; inconclusive = no clear call, values can overlap the other calls; inactive = below that.
# The first six entries as a preview:
# Screens in order – Mtb UGM inh | BoNT-F LC inh | FadD28 FP inh | PfHsp40 rescue | GDH-TPI counter | BoNT-A LC inh2 | Anthrax LF prot | BioA inh | FBA Mtb inh
Cc1nc2ccc(C(=O)NCCCN3CCCC3=O)cn2c1N(C)C(=O)CCc1ccccc1
  / | -6 | -4.2 | / | 6 | -0.4 | -6 | -1.0 | 4
O=C(O)c1cnn(-c2ccccc2)c1-n1cccc1
  2.7 | -2 | 0.1 | -0.5 | 6 | -1.6 | 4 | -2.1 | -2
COc1cccc(NC(=O)COC(=O)c2ccccc2C(=O)N(C)c2ccccc2)c1
  -4.7 | 0 | -4.6 | -2.2 | -1 | 0.2 | -3 | 9.0 | -3
COc1ccc(NS(=O)(=O)c2ccc(Br)cc2)cn1
  -0.7 | 6 | 1.5 | 2.8 | 0 | -0.2 | -2 | 0.7 | 0
O=C(/C=C/c1ccc(Cl)cc1)Nc1ccc(Br)cn1
  -1.9 | 0 | 2.4 | 1.5 | -4 | -0.4 | -6 | / | -1
CCN(C(=S)Nc1ccc(C(C)=O)cc1)C1CCCCC1
  -1.2 | -1 | 0.1 | -1.1 | 3 | 0.2 | -8 | / | -1

# The list itself, repeating the preview:
# Screens in order – Mtb UGM inh | BoNT-F LC inh | FadD28 FP inh | PfHsp40 rescue | GDH-TPI counter | BoNT-A LC inh2 | Anthrax LF prot | BioA inh | FBA Mtb inh
Cc1nc2ccc(C(=O)NCCCN3CCCC3=O)cn2c1N(C)C(=O)CCc1ccccc1
  / | -6 | -4.2 | / | 6 | -0.4 | -6 | -1.0 | 4
O=C(O)c1cnn(-c2ccccc2)c1-n1cccc1
  2.7 | -2 | 0.1 | -0.5 | 6 | -1.6 | 4 | -2.1 | -2
COc1cccc(NC(=O)COC(=O)c2ccccc2C(=O)N(C)c2ccccc2)c1
  -4.7 | 0 | -4.6 | -2.2 | -1 | 0.2 | -3 | 9.0 | -3
COc1ccc(NS(=O)(=O)c2ccc(Br)cc2)cn1
  -0.7 | 6 | 1.5 | 2.8 | 0 | -0.2 | -2 | 0.7 | 0
O=C(/C=C/c1ccc(Cl)cc1)Nc1ccc(Br)cn1
  -1.9 | 0 | 2.4 | 1.5 | -4 | -0.4 | -6 | / | -1
CCN(C(=S)Nc1ccc(C(C)=O)cc1)C1CCCCC1
  -1.2 | -1 | 0.1 | -1.1 | 3 | 0.2 | -8 | / | -1
CCN1CCN(Cc2ccccc2C)CC1
  3.7 | 1 | 0.9 | -0.5 | 3 | -1.6 | 10 | 2.4 | 0
O=C(C1CCCN1C(=O)c1cccs1)N1CCc2ccccc21 (stereo unspecified)
  -1.0 | -20 | -0.3 | 0.8 | 2 | 1.3 | -1 | 0.6 | -14
COc1ccc(NC(=O)c2ccc3ccccc3c2)cc1
  -1.3 | -9 | 0.3 | -0.7 | 13 | -1.6 | -10 | -4.8 | 1
O=C1CC2(CCCCCC2)Oc2ccccc21
  -2.3 | 4 | -0.4 | 18 | -7 | -0.3 | 1 | -1.5 | -1
O=C(CN1C(=O)C2C3C=CC(C3)C2C1=O)NCCc1ccccc1 (stereo unspecified)
  -2.5 | 5 | -1.8 | 1.0 | -2 | -0.3 | -2 | / | 2
CN(C)S(=O)(=O)c1ccc(C(=O)/C=C/c2cccnc2)cc1
  4.4 | 1 | -1.2 | -0.5 | 2 | -1.6 | 1 | 0.7 | 2
CCc1ccc(-c2ccc(C(=O)C(F)(F)F)[nH]2)cc1
  0.9 | -3 | -3.8 | 1.0 | 13 | 0.3 | -5 | 0.4 | 0
C=CCC[C@@H](Cc1ccc(F)cc1)C(=O)OC[C@H](Cc1c[nH]c2ccccc12)NC(=O)[C@H](CC=C)CC(=O)N(CCO)Cc1ccccc1
  / | -2 | -3.0 | -0.8 | -1 | 0.1 | -2 | -1.1 | -1
O=C(O)CONC(=O)c1cc(OCC(F)(F)F)ccc1OCC(F)(F)F
  -0.6 | 8 | 1.1 | 0.1 | -6 | 0.8 | -5 | -0.4 | 4
CC(C)(C)C1=C(C#N)C(c2cc3c(cc2Br)OCO3)C(C#N)=C(N)O1 (stereo unspecified)
  0.7 | -2 | -1.2 | -0.5 | 3 | 0.6 | -8 | / | 4
C/C(Sc1nnc(Cc2ccccc2)o1)=C(/O)c1ccccc1
  -0.8 | -20 | -1.9 | -0.4 | 12 | -2.1 | -7 | -0.7 | 2
O=C(Cn1cnc2sc(-c3ccccc3)cc2c1=O)NCc1ccco1
  1.9 | -3 | 0.8 | -2.1 | 15 | 1.7 | 7 | -2.3 | 1
COc1cc(OC)cc(C(=O)NCc2cc(C)nc3ccccc23)c1
  -0.7 | 4 | -7.4 | -0.6 | -2 | -0.1 | -1 | / | 2
CCOc1ccccc1OCC(=O)OCc1csc(CC(=O)Nc2ccccc2C)n1
  -0.3 | -8 | -0.8 | -0.5 | 4 | -2.9 | -1 | -0.7 | -1
c1ccc(CCC2Cc3ccccc3N2)cc1 (stereo unspecified)
  1.0 | -9 | -3.2 | 0.5 | 1 | -1.3 | -7 | -2.6 | 0
CC1(C(=O)NS(=O)(=O)c2ccc(C#N)cc2)CCN1C(=O)c1cccc2ccccc12 (stereo unspecified)
  / | 1 | 0.7 | / | 9 | -0.4 | 3 | -0.8 | -2
CCc1nc2ccccc2n1CCc1ccccc1
  0.0 | 0 | -1.5 | 0.2 | -2 | -0.2 | -11 | / | -2
Cc1cc(C)c(N2C(=NC(=O)CCCC(=O)O)SC3CS(=O)(=O)CC32)c(C)c1 (stereo unspecified)
  -3.1 | -8 | -2.1 | 2.3 | 0 | -0.7 | -5 | 0.8 | -12
COCCN(C(=S)Nc1ccc(C)cc1C)C(C)c1ccco1 (stereo unspecified)
  1.8 | -1 | -3.0 | -0.4 | -4 | 0.1 | -6 | / | -5
O=C(N/N=C/c1ccccc1C(F)(F)F)c1ccc2nc[nH]c2c1
  -1.0 | 6 | -5.2 | -0.4 | 9 | -1.3 | -1 | 6.8 | 0
CS(=O)(=O)N(CC(=O)N1CCCC1)c1ccc(Cl)cc1Cl
  3.8 | 4 | 0.7 | -0.5 | -4 | 1.9 | 21 | -1.8 | 0
CC(Sc1ccc2ccccc2n1)C(=O)O (stereo unspecified)
  / | 12 | 0.4 | 1.6 | 13 | 0.9 | -1 | 0.0 | 3
Cc1ccc2c(Cl)cc(Cl)c(OCC(=O)Nc3cccc(S(N)(=O)=O)c3)c2n1
  3.6 | -8 | -2.6 | 0.4 | 11 | -1.2 | -2 | / | 3
COC(=O)Cn1c(C)c(C(C)=O)c(C(C)=O)c1C
  2.7 | -7 | 2.5 | -0.9 | 3 | 0.2 | -4 | -0.3 | -2
COc1cccc(C(=O)N2CCC(n3nccc3NC(=O)C(OC)c3ccccc3)CC2)c1 (stereo unspecified)
  2.7 | 1 | -2.6 | 0.4 | 2 | 1.2 | -3 | 0.4 | 0
CCOc1cc(N2CCOCC2)c(OCC)cc1NC(C)C(=O)N1CCN(CC)CC1 (stereo unspecified)
  / | 1 | 1.9 | 0.2 | 10 | 0.8 | -1 | / | -2
OC1(c2cccc(C(F)(F)F)c2)CCN(Cc2nnnn2CCc2ccccc2)CC1
  -3.2 | -6 | -3.3 | 0.2 | 0 | -0.3 | -2 | 0.4 | 0
c1ccc(CN2CCC(Nc3nc(-c4cccnc4)nc4ccccc34)CC2)cc1
  -1.2 | -4 | -5.8 | -1.2 | 30 | 0.6 | 4 | -2.4 | 6
CCCCCCCN(C(=O)CCl)c1cccc(C)c1
  1.5 | -3 | -0.8 | -0.5 | -10 | 0.2 | -2 | 0.9 | 3
Cc1ccc(C(=O)/C=C/c2cn(CN3CCN(C)CC3)c3ccccc23)cc1
  4.0 | -2 | -1.5 | 4.8 | 6 | 1.2 | 1 | 0.1 | 4
Cc1ccc(C(=O)Nc2ccccc2C(=O)N2CCCCCC2)cc1
  -0.5 | / | 0.4 | 0.1 | -5 | / | / | -0.1 | 4
Cc1cc(C)c(NC(=O)Cn2c([N+](=O)[O-])cnc2C)c(C)c1
  -1.8 | / | -2.1 | -0.8 | 15 | / | / | / | 2
CCOc1cc(N2CCOCC2)c(OCC)cc1NC(=O)Cc1cccc2ccccc12
  -1.1 | -10 | -4.1 | 0.7 | 4 | -1.3 | -4 | 0.5 | 0
CC(=O)NC(=O)NC1OC(=O)C(Cl)=C1Cl (stereo unspecified)
  -0.2 | 4 | -1.0 | 0.2 | 8 | 0.9 | 4 | / | -5
OC(c1ccccc1)c1ncc(-c2ccccc2F)[nH]1 (stereo unspecified)
  / | -2 | -2.2 | / | 3 | -0.3 | 2 | 0.4 | -1
O=C(Nc1cc(S(=O)(=O)N2CCCCC2)ccc1Cl)c1ccccc1NS(=O)(=O)c1ccc(F)cc1
  1.2 | -6 | 1.6 | -1.5 | 8 | -0.5 | -3 | / | 33*
CCOC(=O)c1c(CN2CCN(CC#N)CC2)n(C)c2cc(Br)c(OC)cc12
  -5.3 | -1 | -3.8 | -1.7 | -1 | 0.2 | 10 | 0.1 | -2
COc1ccc(S(=O)(=O)N(CCc2ccccc2)CC(=O)N2CCOCC2)cc1
  -1.9 | -4 | -4.5 | 0.6 | -13 | 0.3 | -7 | 0.0 | 0
Cc1cc(=O)[nH]c(SCC(=O)C23CC4CC(CC(C4)C2)C3)c1C#N
  -2.8 | 1 | -4.6 | 0.1 | -5 | 0.3 | -9 | -3.0 | -2
COc1ccc(N2CCN(C(=O)CSc3nnc4nc(C)cc(C)n34)CC2)cc1
  3.7 | -8 | -3.4 | 0.3 | 7 | -0.3 | -6 | 1.2 | 0
COc1ccc(C(O)C2c3c(cc4c(c3OC)OCO4)CCN2C)c(CO)c1OC (stereo unspecified)
  / | -4 | -4.3 | / | 1 | 0.2 | -2 | -0.7 | 0
O=C(NCCC1=CCCCC1)C1CCCN(S(=O)(=O)c2cccnc2)C1 (stereo unspecified)
  -0.7 | -8 | -0.8 | 0.1 | -4 | 0.0 | -11 | -1.9 | 1
COc1cc(C(CCN2CCN(c3ccccc3)CC2)c2c(OC)cc(OC)c3c(C)cc(=O)oc23)cc(OC)c1OC (stereo unspecified)
  2.7 | -8 | -0.3 | 0.6 | 18 | 0.2 | -6 | 0.5 | 1
CC1CCC(NC(=O)C2CCN(S(=O)(=O)c3cccc4nonc34)CC2)CC1 (stereo unspecified)
  -0.3 | -2 | -4.1 | -1.1 | 3 | -0.9 | 2 | -0.9 | -4
O=C(CNC(=O)C(c1ccccc1)c1ccccc1)N/N=C/c1ccc(O)cc1O
  2.6 | -3 | -1.3 | 1.1 | 14 | -1.4 | -1 | / | 1
NCCCC[C@@H](C(=O)N1CCNCC1)n1cc([C@@H](N)CO)nn1
  1.8 | -2 | 0.5 | -0.5 | 5 | -0.5 | -1 | -7.6 | 4
Cc1cc(=O)[nH]c(SCC(=O)N2CCN(C(c3ccccc3)c3ccccc3)CC2)n1
  3.3 | 2 | -0.4 | 0.4 | -2 | -0.2 | -4 | 1.9 | 1
CN(CC(=O)NCc1ccncc1)S(=O)(=O)c1ccc(Br)cc1
  -0.9 | -2 | -1.5 | 1.0 | 9 | 1.0 | 0 | -2.4 | 4
CC1CCN(C(=O)COC(=O)c2cccc(S(=O)(=O)N(C)c3ccccc3)c2)CC1
  -0.2 | -4 | -2.3 | -0.1 | 1 | -0.2 | -10 | -1.5 | 0
COc1ccc(S(=O)(=O)N2CCC(C(=O)Nc3nccs3)CC2)cc1
  -1.3 | 11 | 0.0 | 0.2 | 7 | 0.8 | -3 | -1.3 | 2
O=C(O)C1CC1c1ccc(Br)cc1 (stereo unspecified)
  -0.3 | -4 | -2.1 | 0.3 | -13 | -0.3 | 2 | / | -2
CCOC(=O)C1=C[C@@H](C(C)C)N(S(=O)(=O)c2ccc([N+](=O)[O-])cc2)[C@H]1c1ccccc1
  / | -2 | -1.8 | / | / | 0.5 | -3 | -2.3 | 1
COc1ccc(C(=O)COC(=O)c2cncc(Br)c2)cc1
  -0.3 | -6 | -0.8 | -0.4 | 2 | 0.5 | 6 | 0.6 | 1
Cc1ccc(NC(=O)C2CC(=O)N(CCc3ccccc3)C2)cc1Cl (stereo unspecified)
  0.9 | -59 | -17 | -0.4 | -2 | 7.0 | 0 | 0.0 | -1
COc1cc(CN(C2CCCCC2C)S(=O)(=O)c2ccc(S(=O)(=O)NC3CC3)cc2)cc(OC)c1OC (stereo unspecified)
  -1.5 | 4 | 0.7 | 2.4 | 7 | -0.8 | 0 | -1.6 | 0
COc1ccc2oc(C(=O)OC(C)C(=O)NC3(C#N)CCCCC3)c(C)c2c1 (stereo unspecified)
  -0.7 | / | -2.8 | 1.4 | -7 | / | / | -0.7 | 28*

# The order is random; 4.7% or so of the library scored in one or more.
